# CHRM1 PAM – positive allosteric modulators of human M1 muscarinic receptor. P11229. CHO-K1 hM1, Fluo-8 calcium fluorescence, ACh EC20; 0% = ACh EC20, 100% = maximal ACh. activation, % at 3 µM. hit rate 0.088% among 360,000; in the data active = activation above about 19%, passing the limit was not always enough
# CRFBP-R2 block – CRF-BP/CRF-R2 complex antagonism; HEK293 CRF-R2/CRF-BP, CRF-induced calcium fluorescence; inhibition, % at 11.8 µM; hit rate 0.59% among 350,000; AID 588475;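 active = inhibition of the ligand-induced calcium signal above about 50% at the single tested concentration, limit read from the data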
# M5 PAM – positive allosteric modulators of human muscarinic M5 receptor; P08912; CHO-K1 hM5, Fluo-8 calcium, ACh EC20 PAM; 0% = ACh EC20, 100% = ACh EC100; activation, % at 3 µM; hit rate 0.3% among 360,000;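 active = activation above the run cutoff, the mean activation of all test compounds plus 3 SD, cut at about 18% in these data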
# Target sequence (P08912 whole entry, looked up): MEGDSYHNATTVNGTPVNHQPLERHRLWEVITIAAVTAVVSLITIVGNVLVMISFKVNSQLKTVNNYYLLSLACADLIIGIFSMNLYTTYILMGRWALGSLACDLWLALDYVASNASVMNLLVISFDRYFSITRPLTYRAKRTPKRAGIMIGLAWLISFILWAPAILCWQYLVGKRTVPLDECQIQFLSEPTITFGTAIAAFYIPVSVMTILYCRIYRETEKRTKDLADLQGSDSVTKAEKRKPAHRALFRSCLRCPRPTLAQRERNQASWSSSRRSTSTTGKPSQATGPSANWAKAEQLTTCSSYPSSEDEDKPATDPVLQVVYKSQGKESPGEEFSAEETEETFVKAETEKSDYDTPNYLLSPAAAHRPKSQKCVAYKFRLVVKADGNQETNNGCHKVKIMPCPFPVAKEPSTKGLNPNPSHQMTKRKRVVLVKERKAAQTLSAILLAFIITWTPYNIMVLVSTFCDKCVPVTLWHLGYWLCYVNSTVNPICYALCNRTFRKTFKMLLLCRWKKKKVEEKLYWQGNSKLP
#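 Assay system: CHO-K1 hM5 cells / Incubation: Fluo-8 loading 80 min at 37 °C plus 30 min room temperature / Technique: Fluo-8 calcium dye fluorescence, kinetic read / Repeats: single replicate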
# M4 PAM – positive allosteric modulators of human muscarinic M4 receptor; activation, % at 3 µM; P08173; CHO-K1 hM4/Gqi5, Fluo-8 calcium fluorescence, ACh EC20; 0% = ACh EC20, 100% = maximal ACh; hit rate 0.4% among 360,000;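 active = activation above its plate's cutoff, the mean activation of sample wells plus 3 SD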; note: some results filed as inactive read as strong as hits
# M5 ag – CHRM5 agonism in calcium assay. P08912. CHO-K1 hM5 cells, Fluo-8 calcium fluorescence; 0% DMSO wells, 100% maximal acetylcholine response. activation, % at 3 µM. hit rate 0.19% among 360,000. AID 624037;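 active = activation above the run's mean over test compounds plus 3 SD, cut at about 23% in these data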;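 note: signal is peak over basal fluorescence ratio across the kinetic read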
# CHRM4 antagonist – blocks acetylcholine activation of human M4 receptor; hit rate 0.73% among 360,000; CHO-hM4 cells, ACh EC80, Fluo-8 calcium fluorescence; inhibition, % at 3 µM; AID 624125;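 active = inhibition above its plate's cutoff, the mean inhibition of sample wells plus 3 SD, cut at about 27% in these data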;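 note: 0% = acetylcholine EC80 with DMSO and 100% = DMSO without agonist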
# CHRM4 agonist – CHRM4 agonism in calcium assay; CHO-K1 hM4/Gqi5, Fluo-8 calcium fluorescence; vehicle 0%, full acetylcholine response 100%; activation, % at 3 µM; P08173; hit rate 0.14% among 360,000; AID 624127;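 active = activation above the run mean over all test wells plus 3 SD, cut at about 32% in these data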;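 note: peak over basal fluorescence ratio per well then scaled between controls; 0% = DMSO wells and 100% = acetylcholine at EC100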
# M5 antag – antagonists of human muscarinic M5 receptor (CHRM5). P08912. CHO-hM5 cells, Fluo-8 calcium fluorescence, ACh EC80. inhibition, % at 3 µM. hit rate 0.59% among 360,000. AID 624040;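 active = inhibition above a per-plate cutoff, the mean of that plate's test compounds plus 3 SD, cut at about 27% in these data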;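 note: 0% = acetylcholine EC80 with DMSO and 100% = DMSO without agonist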
# CRFR2-BP ag – agonists of human CRF-binding protein/CRF-R2 receptor complex | HEK293 CRF-R2/CRF-BP, calcium dye fluorescence (FLIPR); percent of saturating CRF peptide response | activation, % at 13.2 µM | hit rate 0.46% among 350,000 | AID 588473;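 active = activation of at least 50%, plus an integration ratio under a set limit after plate pattern correction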;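 note: plate controls were neutral control wells without compound for no effect and CRF at EC100 for full effect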
# Active calls of the source: *; · = no result given.
no.	CHRM1 PAM	CRFBP-R2 block	M5 PAM	M4 PAM	M5 ag	CHRM4 antagonist	CHRM4 agonist	M5 antag	CRFR2-BP ag	Molecule
1	-10	26	-1	-12	2	2	3	5	25	Cc1oc(-c2ccccc2)nc1Cn1cccc1C1=NC(c2ccccc2)CO1 (configuration not stated)
2	6	-31	7	3	-8	-12	0	-5	2.3	N#CC1=C(N)Oc2n[nH]c(-c3cccs3)c2C1C1C=CCCC1 (configuration not stated)
3	0	-8	3	-4	-10	7	1	6	0.6	COc1ccc(C(CNC(=O)C(C)Oc2ccc(Br)cc2)N2CCCCC2)cc1 (configuration not stated)
4	0	14	-5	4	-1	-12	2	-6	-1.6	O=C(Nc1ccc(Br)cc1)c1ccc(Br)c(S(=O)(=O)Nc2cccnc2)c1
5	6	·	-1	2	2	3	0	-3	·	COc1ccc(NC(=O)C2(C)Cc3c(-c4ccc(C(N)=O)cc4)ccnc3O2)cc1OC (configuration not stated)
6	3	26	-1	1	3	9	2	-2	0.5	CCNC(=S)NNC(=O)c1cccnc1
7	0	·	-2	3	1	-13	6	4	·	Cc1ccc(C(O)c2ncc(-c3cccc(C(F)(F)F)c3)[nH]2)cc1 (configuration not stated)
8	-2	-7	-16	-9	6	5	4	17	4.2	Cc1cccc(N=C2NC(=O)/C(=C/c3cccn3C)S2)c1C
9	2	2	2	-1	-2	0	1	-9	-0.5	Cc1ccc(C(=O)N2CCCCCC2)cc1S(=O)(=O)N1CCOCC1
10	1	10	-3	3	0	-1	0	5	-3.1	O=c1cc(-c2cccc(Br)c2)nc(-c2ccccc2F)o1
11	7	4	8	6	2	-5	1	-8	-3.9	O=C(NCC1CC1)Nc1cccs1
12	8	30	-4	11	-1	4	1	0	1.1	N#Cc1nc(Cc2ccccc2)oc1N1CCC(C(N)=O)CC1
13	2	-14	-7	-6	3	5	0	8	0.0	O=C(N/N=C/C(Cl)=C\c1ccccc1)c1cccs1
14	8	0	-3	1	2	20	5	4	0.1	Cc1nn(-c2ccccc2)c2c1C1(C(=O)N(C(C)C)c3ccccc31)C(C#N)=C(N)O2 (configuration not stated)
15	4	-11	-1	2	2	-9	2	-3	1.7	O=C(CSc1nnnn1-c1ccccc1)NC(=O)Nc1ccc2c(c1)OCCO2
16	3	3	-9	-2	-1	1	0	-8	0.2	COc1cc(OC)cc(C(=O)N2CCN(C(=O)c3cccnc3)CC2)c1
17	9	2	0	3	1	6	1	0	-1.5	CC1=C(C)CC(C(=O)c2ccc(C)cc2)C(C(=O)O)C1 (configuration not stated)
18	8	0	-1	1	-1	-7	1	2	-0.2	O=S(=O)(Nc1nc2ccccc2nc1Cl)c1ccccc1C(F)(F)F
19	10	0	-5	-9	-3	6	4	16	0.1	COc1ccc(C(=O)Nc2ccccc2C(=O)Nc2cccnc2)cc1
20	5	-1	-1	-1	-1	2	0	16	-2.4	C#CCOCCOCCOCCNc1nc(N2CCN(C(=O)[C@H](CCC(=O)O)n3cc(C(N)Cc4ccc(O)cc4)nn3)CC2)nc(N2CCN(C(=O)[C@H](CCC(=O)O)n3cc(C(N)[C@H](C)CC)nn3)CC2)n1 (some centres not stated)
21	-4	9	3	14	-3	6	1	-11	-0.7	COc1cccc(/C=N/NC(=O)C[n+]2ccccc2)c1O
22	6	4	2	1	1	2	2	-3	4.1	CCCCCCc1ccc(N2C[C@H](CCCCC)[C@@H](CC(=O)NCc3ccc(OC)cc3)C2=O)cc1
23	5	6	-2	-1	-3	8	2	7	0.1	O=C(CSc1nnc2c(n1)[nH]c1ccc(F)cc12)NC1CC1
24	4	-8	-1	8	0	-11	4	1	0.7	CN(C(=O)COC(=O)c1ccc2c(c1)OCCO2)c1ccccc1
25	2	55*	-3	-4	-1	1	-1	-5	-1.4	N#Cc1c(-c2cccs2)nc(SCc2ccc(Cl)cc2)[nH]c1=O
26	-2	5	-5	4	-2	-2	0	21	-0.2	O=c1[nH]nc(-c2ccc([N+](=O)[O-])o2)c(=O)[nH]1
27	10	-15	14	27	6	10	-1	-8	-0.2	CCCC(=O)Nc1cc(-c2nn(C)c(=O)c3ccccc23)ccc1OC
28	-6	1	-22	-14	-17	5	0	15	1.6	Clc1ccc(C[n+]2cc(-c3ccccc3)n3c2CCCCC3)c(Cl)c1
29	9	9	1	12	0	6	0	5	0.1	CN(C(=S)NC1=CCS(=O)(=O)C1)C1CCCCC1
30	13	-24	14	15	7	-1	2	2	-0.2	COc1ccc(N)cc1-n1c(C)ccc1C
31	7	31	0	16	2	0	-2	5	-2.1	COc1ccc(OCC(=O)Nc2cccc(C(=O)Nc3ccccc3C(=O)O)c2)cc1
32	-1	-8	0	5	-1	-16	1	9	-1.1	CSCCC(NC(=O)COc1ccccc1)C(=O)NCC(C)(C)N1CCOCC1 (configuration not stated)
33	-5	-25	-10	-8	1	4	15	4	1.0	CC(C)(C)NC(=O)N1CCN(c2nc3ccc(Cl)cc3s2)CC1
34	-2	3	2	1	-5	-3	0	-6	1.3	Cc1ccc(NC(=O)CSC2=NCCN2)cc1
35	-1	-71	3	9	0	5	3	-17	4.9	O=C(CN1C(=O)C2CC=CCC2C1=O)Nc1nc2ccc(F)cc2s1 (configuration not stated)
36	2	17	-8	-4	-3	8	6	11	-0.5	COCCNc1c2c(nc3c(-c4ccccc4)c(C)nn13)CCC2
37	-27	-13	-6	-4	-3	15	0	5	-1.2	COc1cccc(/C=N/n2c(-c3n[nH]c4c3CCC4)n[nH]c2=S)c1O
38	-1	6	2	4	0	-14	1	-2	1.6	O=C1N[C@@H](Cc2ccccc2)C(=O)N2CCCC12 (some centres not stated)
39	12	15	-3	6	0	-18	0	1	-0.9	O=C1c2cnc3nc(SCc4ccccc4)nn3c2CC2c3ccccc3CCN12 (configuration not stated)
40	-3	12	-2	7	-2	-3	1	4	-1.2	CC(=O)c1ccc(NS(=O)(=O)c2ccc(N)cc2)cc1
41	15	0	0	6	3	6	2	3	-0.2	COC(=O)[C@@]12CCCN1[C@H](c1ccc(-c3ccc(OC)cc3)c(OC)c1)[C@@H]1C(=O)N(C)C(=O)[C@@H]12
42	-1	-15	-17	-13	0	12	9	17	0.3	CCc1nc2ccccc2n1CC(=O)N1CCN(S(=O)(=O)c2cccc(C(F)(F)F)c2)CC1
43	1	2	-2	0	-5	-6	0	6	0.3	CC1CCCC(C)N1CCCNC(=O)Cn1c(=O)c2cccn2c2cccnc21 (configuration not stated)
44	5	-14	0	5	-2	-19	1	-4	0.2	O=c1cc(N2CCN(c3cccc(Cl)c3)CC2)[nH]c(=O)n1C1CCCCC1
45	-1	11	-10	3	2	-8	14	15	1.7	Cc1cc(C)n(-c2ccc(C(=O)OCC(=O)Nc3cc(S(C)(=O)=O)ccc3Cl)cc2)n1
46	1	-10	-4	13	0	-4	1	3	-1.2	CN(C)C(=O)COc1ccc(Br)cc1
47	5	16	-4	9	-2	-4	0	4	0.8	COc1cccc(OCC(O)CN2CCN(CCO)CC2)c1 (configuration not stated)
48	5	-10	7	-1	-8	-3	-2	-4	-0.3	COc1ccccc1CNc1ncccc1[N+](=O)[O-]
49	11	5	3	13	0	-2	0	-8	2.2	COc1ccc(OC)c(C(C)NC(C)=O)c1 (configuration not stated)
50	0	-17	-10	-9	0	1	8	22	-0.1	O=C1CCCC(O)=C1C1C2=C(CCCC2=O)OC2=C1C(=O)CCC2

# The list continues.
no.	CHRM1 PAM	CRFBP-R2 block	M5 PAM	M4 PAM	M5 ag	CHRM4 antagonist	CHRM4 agonist	M5 antag	CRFR2-BP ag	Molecule
51	-5	-2	-1	1	-4	-14	1	4	3.0	O=C(COC(=O)C1CCN(c2ccc(C(F)(F)F)cn2)CC1)Nc1cc(F)ccc1F
52	-9	14	-7	-8	6	5	11	4	2.6	CCOC(=O)C1CCN(C(=O)COC(=O)c2ccc3c(c2)C(=O)N(c2ccc(OCC)cc2)C3=O)CC1
53	-15	-25	-15	-16	8	29*	22	29*	1.6	O=S(=O)(NC1CCCC1)c1ccc(S(=O)(=O)N2CCc3ccccc32)cc1
54	5	1	5	8	0	15	0	-5	0.7	Cc1c(NC(=O)C2CCN(S(=O)(=O)c3ccccc3)CC2)c(=O)n(-c2ccccc2)n1C
55	6	-1	4	-4	-1	8	1	8	-1.9	Nc1nc(NS(=O)(=O)c2ccc(Cl)cc2)nn1-c1ccccc1
56	4	8	2	3	-1	-17	0	-7	-5.0	Cc1ccc(OCCNC(=O)c2ccccc2N)cc1

# Sorted by formula weight (falling): some entries from above.
no.	CHRM1 PAM	CRFBP-R2 block	M5 PAM	M4 PAM	M5 ag	CHRM4 antagonist	CHRM4 agonist	M5 antag	CRFR2-BP ag	Molecule
52	-9	14	-7	-8	6	5	11	4	2.6	CCOC(=O)C1CCN(C(=O)COC(=O)c2ccc3c(c2)C(=O)N(c2ccc(OCC)cc2)C3=O)CC1
54	5	1	5	8	0	15	0	-5	0.7	Cc1c(NC(=O)C2CCN(S(=O)(=O)c3ccccc3)CC2)c(=O)n(-c2ccccc2)n1C
53	-15	-25	-15	-16	8	29*	22	29*	1.6	O=S(=O)(NC1CCCC1)c1ccc(S(=O)(=O)N2CCc3ccccc32)cc1
55	6	-1	4	-4	-1	8	1	8	-1.9	Nc1nc(NS(=O)(=O)c2ccc(Cl)cc2)nn1-c1ccccc1
50	0	-17	-10	-9	0	1	8	22	-0.1	O=C1CCCC(O)=C1C1C2=C(CCCC2=O)OC2=C1C(=O)CCC2
47	5	16	-4	9	-2	-4	0	4	0.8	COc1cccc(OCC(O)CN2CCN(CCO)CC2)c1 (configuration not stated)
56	4	8	2	3	-1	-17	0	-7	-5.0	Cc1ccc(OCCNC(=O)c2ccccc2N)cc1
